GLS inhibitor: blocks human kidney-isoform glutaminase activity; GLS enzymatic activity, qHTS titration; 410,000 tested, 0.21% active; O94925; Potency, µM (doses to about 45.5 µM), for inactives: at the top dose activity change, negative = inhibition, hits mostly inhibitors; note: % is set by controls: 0 for no effect and ±100 for the full control effect
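Read-out is an Amplex red fluorescence increase coupled through glutamate oxidase and HRP, measured before and after 30 min room-temperature incubation. hKGA is in 45 mM KH2PO4 (pH 8.2) with 0.02% Tween-20; glutamine added as 1mM solution.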
Pin1 inh: human Pin1 inhibition; 390,000 tested, 0.009% active; Q13526; AID 504891; Potency, µM (series often up to 115 µM), inactives show top-dose activity, negative = inhibition, usual class: inhibitors; Pin1 FP peptide displacement, HiFluor488, 10 min; active = well fitted inhibition curve with a large enough effect in the polarisation, with a control signal flat, not every such curve was filed as active; inconclusive = small, poorly fitted or top-dose-only effect, or effect the other way, or a change in a side signal; inactive = no such curve, though single readings can be large or run the other way; the % refers to the polarisation; note: % is set by controls: 0 for no effect and ±100 for the full control effect
ERG Ets-DNA blk: inhibitors of human ERG Ets domain-DNA interaction; P11308; fluorescence polarization, His-ERG Ets domain / labelled DNA; Potency, µM (top dose mostly 76.9 µM), for the others: at the top dose FP activity, negative = inhibition, hits mostly inhibitors; 370,000 tested, 0.028% active; active = well fitted inhibition curve with a large enough effect in the polarisation, with a control signal flat; inconclusive = small, poorly fitted or top-dose-only effect, or effect the other way, or a change in a side signal; inactive = no such curve, though single readings can be large or run the other way; the % refers to the polarisation;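 note: polarization taken with two DNA probes labelled with fluorescein and Texas red; % of control where 0% means no effect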
Target sequence (P11308 whole entry, looked up, the tested form may be a part): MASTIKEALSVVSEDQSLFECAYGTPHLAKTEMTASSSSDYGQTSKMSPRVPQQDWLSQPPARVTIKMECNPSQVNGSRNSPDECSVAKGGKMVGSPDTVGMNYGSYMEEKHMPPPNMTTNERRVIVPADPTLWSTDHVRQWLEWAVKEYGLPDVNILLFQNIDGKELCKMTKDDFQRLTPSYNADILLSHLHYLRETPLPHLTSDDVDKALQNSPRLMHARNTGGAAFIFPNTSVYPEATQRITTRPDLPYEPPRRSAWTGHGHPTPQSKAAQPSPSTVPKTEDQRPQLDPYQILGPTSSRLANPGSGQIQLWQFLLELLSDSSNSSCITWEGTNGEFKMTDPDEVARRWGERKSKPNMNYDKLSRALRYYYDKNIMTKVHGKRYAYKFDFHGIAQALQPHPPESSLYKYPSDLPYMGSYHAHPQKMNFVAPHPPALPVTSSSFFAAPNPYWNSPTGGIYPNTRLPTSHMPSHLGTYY
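His-tagged ERG Ets domain (1 uM in the protein solution; 300mM KCl, 50mM Tris-HCl, 1mM EDTA, 1mM DTT, pH 7.5) received compound, then a probe mix of 5 nM fluorescein-DNA and 100nM Texas-615-DNA. Fluorescence polarization was read for both dyes.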
RGS4 inhibitor: inhibitors of human regulator of G protein signaling 4. P49798. Transcreener GDP fluorescence polarization, RGS4-accelerated GTP hydrolysis. Potency, µM (top dose mostly 114 µM), inactives show at the highest dose activity change, negative = inhibition, hits mostly inhibitors. 390,000 tested, 0.039% active. AID 504845; note: % is set by controls: 0 for no effect and ±100 for the full control effect; nearly all actives have a fitted effect of over 75% in size; some results filed as inactive show a strong effect at the top dose
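MLSMR compounds (23 nl, pin-transferred) preincubated 10 min at room temperature with a 500nM (2x) first reagent, then RGS4 at 900nM (2x) plus Transcreener GDP mix added; fluorescence polarization (620/688 nm) read before and after 90 min at 30 °C.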
12-LOX inh: inhibitors of human 12S-lipoxygenase ALOX12 | P18054 | purified 12hLO, xylenol orange hydroperoxide absorbance | Potency, µM (series often up to 108 µM), for the others: at the top dose activity change, negative = inhibition, usual class: inhibitors | 580,000 tested, 1.1% active | AID 1671190; note: % is set by controls: 0 for no effect and ±100 for the full control effect
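Purified human 12hLO (150 nM final) in 25 mM Hepes, 0.01% Triton X-100, pH 7.0 was preincubated 15 min at room temperature with compound. Then 40 uM arachidonic acid was added, 30 min. Hydroperoxide was read by Fe-XO absorbance ratio 573/405 nm.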
HP1b binding inh: inhibitors of HP1-beta chromodomain binding to methylated histone tails; P83916; AlphaScreen HP1-beta / biotin-H3K9me3 peptide binding; Potency, µM (series often up to 114 µM), without a hit: at the highest dose activity change, negative = inhibition, usual class: inhibitors; 390,000 tested, 0.56% active; AID 540317; note: nearly all actives have a fitted effect of over 70% in size; inactives centre near 23
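HP1-beta protein (50 nM final) preincubated 30 min at room temperature with biotinylated H3(1-18)K9me3 peptide (50 nM) in PBS pH 7.4, 0.01% Tween-20, then compound added for 30 min. AlphaScreen streptavidin donor/nickel chelate acceptor beads (10 ug/mL final), 30 min dark, luminescence read.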
rTrxR1 inhibitor: inhibitors of rat thioredoxin reductase 1; recombinant rTrxR1, NADPH fluorescence consumption, selenite substrate; O89049; Potency, µM (doses to about 114 µM), for the others: at the top dose activity change, negative = inhibition, actives largely listed as inhibitors; 390,000 tested, 1% active; note: % is set by controls: 0 for no effect and ±100 for the full control effect; nearly all actives have a fitted effect of over 65% in size
Target sequence (O89049 whole entry, looked up): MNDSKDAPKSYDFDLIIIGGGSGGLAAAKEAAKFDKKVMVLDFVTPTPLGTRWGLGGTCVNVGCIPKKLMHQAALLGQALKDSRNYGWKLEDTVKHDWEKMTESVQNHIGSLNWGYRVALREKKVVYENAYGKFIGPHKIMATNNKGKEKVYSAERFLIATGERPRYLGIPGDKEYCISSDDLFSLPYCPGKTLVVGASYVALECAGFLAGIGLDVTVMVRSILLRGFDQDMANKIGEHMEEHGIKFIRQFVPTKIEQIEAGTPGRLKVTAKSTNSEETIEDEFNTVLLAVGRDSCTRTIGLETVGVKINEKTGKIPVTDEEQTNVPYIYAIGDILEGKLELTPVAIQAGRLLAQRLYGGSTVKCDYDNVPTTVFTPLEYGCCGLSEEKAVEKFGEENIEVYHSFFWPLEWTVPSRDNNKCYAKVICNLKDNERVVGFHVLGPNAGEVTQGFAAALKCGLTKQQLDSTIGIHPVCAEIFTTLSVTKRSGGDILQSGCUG
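Rat TrxR1 (90 nM in the dispensed reagent) was pre-reduced with 400 uM NADPH for 5 min at room temperature, then incubated with compound for 15 min. After 400 uM selenite was added, NADPH fluorescence (Ex 340/Em 450 nm) was followed for 8 min.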
JMJD2A Tudor: JMJD2A Tudor domain (human) inhibition; 390,000 tested, 4.4% active; O75164; AID 504339; Potency, µM (top dose mostly 114 µM), for the others: at the top dose activity change, negative = inhibition, usual class: inhibitors; AlphaScreen JMJD2A-Tudor / H3K4me3 peptide binding; note: % is set by controls: 0 for no effect and ±100 for the full control effect; nearly all actives have a fitted effect of over 50% in size
Tb PGK inh: inhibitors of T. brucei phosphoglycerate kinase | P07378 | PGK/GAPDH coupled, Kinase-Glo luminescence, 60 min | Potency, µM (highest dose often 57.5 µM), for the others: top-dose activity change, negative = inhibition, usual class: inhibitors | 380,000 tested, 0.043% active | AID 602233; note: % is set by controls: 0 for no effect and ±100 for the full control effect; nearly all actives have a fitted effect of over 60% in size
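Luminescent ATP detection (Kinase-Glo Plus) follows a 60-minute room-temperature incubation, with wells lacking PGK as controls. Buffer: 100 mM TEA (pH 7.6), 5 mM MgCl2, 0.01% Tween-20. Coupling enzyme GAPDH (100 nM final) supplies unstable 1,3-BPG in-well.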
* = called active by the depositor; i = inactive; ? = inconclusive; . = no result given; [ ] = another dose, or the depositor's remark. Unless noted, calls come from the whole dose curve; as a rule, active = well fitted curve in the direction sought with a large enough effect; inconclusive = small, poorly fitted or top-dose-only effect, or another doubt; inactive = no such curve, though single readings can be large; an effect the other way counts as inactive or inconclusive. Potency is the fitted concentration of half-maximal effect. Some of the compounds tested (hit frequency here may not be typical).

entry | compound | Tb PGK inh | JMJD2A Tudor | rTrxR1 inhibitor | Pin1 inh | ERG Ets-DNA blk | HP1b binding inh | 12-LOX inh | RGS4 inhibitor | GLS inhibitor
1 | COCCCNC(=O)C[C@H]1C[C@H](C(=O)N2CCOCC2)[C@@]2(C)c3[nH]c4ccc(Cl)cc4c3CCN2C1=O | -9.7% | -9.4% | -1.4% | -3.2% | -2.6% | 48.2%[activator] | 18.7% | -12.4% | -1.3%
2 | CCNC(=O)c1c(NC(=O)Cc2coc3cc(C)ccc23)sc2c1CCCC2 | -5.2% | -3.1% | 0.7% | 12.0% | 0.5% | 33.8% | -19.1% | -6.9% | 14.9%
3 | CC(C)(C)OC(=O)N1CCN(C(=O)c2[nH]cnc2C(=O)NCc2ccccc2)CC1 | 2.3% | -11.2% | 6.5%[57.1 µM] | -4.2% | -6.3% | 22.5% | 7.7% | 4.9% | 13.4%
4 | COc1cc2c(cc1NC(=O)C(F)(F)F)-c1ccc(NC(=O)C(F)(F)F)cc1C2 | -4.0% | 2.8% | 13.5%[11.4 µM] | 3.2% | -5.0% | 36.9% | 5.5% | -6.6% | -0.3%
5 | CCCc1nnc(NC(=O)CCC(=O)NC2CCCc3ccccc32)s1 (stereo unspecified) | -3.5% | -18.6% | 18.3%[57.1 µM] | -4.0% | 2.7% | 23.0% | 0.3% | -28.2% | -3.3%
6 | COc1ccc(Cc2nnc(NC(=O)Nc3cccc(OC)c3)s2)cc1 | 8.8% | -6.1% | 15.4% | -2.1% | 20.9% | 11.2% | 29.7% | 29.5% | 1.4%
7 | CC1CCCC(C)N1C(=O)CSc1nc2ncnc(N)c2[nH]1 (stereo unspecified) | . | -8.0% | -10.7% | -0.3% | -6.8% | 22.7% | -0.9% | 6.8% | 0.4%
8 | CCn1cc(C(=O)OCC(=O)Nc2cc(Cl)ccc2C)c(=O)c2ccc(C)nc21 | -8.6% | -6.8% | 13.3% | -1.0% | -7.4% | 24.9% | -18.4% | 26.9% | 2.7%
9 | O=c1c2cc(NC(=S)N3CCCCC3)ccc2nc2n1CCCCC2 | -11.0% | -7.7% | -4.9% | -4.3% | -4.6% | 29.9% | -3.3% | -28.2% | -6.1%
10 | O=C(NC(Cc1ccccc1)C(=O)O)C1CCN(S(=O)(=O)c2ccccc2C(F)(F)F)CC1 (stereo unspecified) | -1.4% | -13.4% | -0.4% | -5.3% | -10.4% | 21.3% | -4.2% | -13.1% | -0.4%
11 | CC(=O)Nc1ccc(-n2c(C)ccc2C)cc1 | -3.5% | -27.1% | -10.9% | 5.0% | -6.8% | 20.2% | 9.7% | -0.5% | 9.5%
12 | COc1ccccc1Nc1nc(NCCCN(C)C)nc(N)c1[N+](=O)[O-] | 5.3% | ? | 14.9%[57.1 µM] | -1.3% | ? | -15.0% | -13.4% | 6.4% | ?
13 | CC1(C)CC(=O)c2c(Cc3ccccc3)n[nH]c2C1 | -6.5% | -5.0% | -5.8% | 1.7% | -8.6% | 14.2% | -8.1% | -6.3% | 7.5%
14 | CCN(CC)C(=O)c1cn(-c2ccccc2)nc1-c1ccc2c(c1)OCCO2 | i | ? | 23.7%[57.1 µM] | -1.2% | 10.6% | -10.6% | -10.5% | ? | 1.8%
15 | Cc1ccc(S(=O)(=O)Cc2sc3ccccc3[n+]2C)cc1 | 6.9% | 22.4µM* | 16.0% | 25.8% | -2.0% | 14.2% | ? | -36.3% | 15.3%
16 | COc1cc(C(=O)NCCOc2ccc(F)cc2)c(Br)c(OC)c1OC | -2.8% | 13.8% | 23.1%[57.1 µM] | 39.7%[activator] | -5.4% | 8.8% | 0.2% | 19.1% | -0.8%
17 | Cn1c(=O)c2c(nc(N3CCN(c4ccccc4)CC3)n2CCCc2ccccc2)n(C)c1=O | 0.0% | -32.3% | 21.7%[0.457 µM] | -0.1% | -30.9% | -14.8% | 41.1%[activator] | -1.6% | 2.6%
18 | O=S(=O)(NC1CCCCC1N1CCOCC1)c1ccc(Cl)cc1 (stereo unspecified) | -4.1% | -19.7% | 17.8% | -10.6% | 13.8% | -6.5% | 6.6% | -0.4% | 0.0%
19 | Cc1ccc2nc(SCc3nc(-c4ccccc4C)no3)[nH]c2c1 | -2.9% | 3.0% | 14.6% | 27.1% | 7.2% | 46.3%[activator] | -10.0% | 3.7% | -10.5%
20 | CCCCCCCCS(=O)c1sc2nc3c(cc2c1N)CCCC3 (stereo unspecified) | 4.3% | -14.2%[57.1 µM] | -6.7%[57.1 µM] | -4.5% | 4.7% | 21.7% | ? | 6.3%[11.4 µM] | 9.9%
21 | C=C(C)[C@@H]1CCC2(C(=O)O)CC[C@]3(C)[C@H](CC[C@@H]4[C@@]5(C)CCC(=O)C(C)(C)[C@@H]5CC[C@]43C)[C@@H]12 (stereo partly specified) | i | -7.1% | 20.4% | 1.3% | -9.2% | 13.4% | 10.7% | -8.6% | 10.7%
22 | Cc1ccc2sc(-c3ccc(N)cc3)nc2c1 | i | -6.0% | 45.6%[activator] | ? | 2.2% | 31.1%[activator] | ? | 7.6% | 3.1%
23 | O=C(CNS(=O)(=O)c1cccc(C(F)(F)F)c1)Nc1ccccc1F | -7.8% | -10.9% | 13.4% | 7.3% | 1.2% | 12.4% | 10.2% | 17.9% | 4.3%
24 | CC1CCN(S(=O)(=O)c2cc(Cl)ccc2Br)CC1 | -5.4% | 93.6%[activator] | -16.0% | -0.4% | 0.9% | 120.2%[activator] | -10.5% | -14.2% | -8.6%
25 | CC(Cc1ccccc1)C(=O)NCc1ccncc1 (stereo unspecified) | i | 0.0% | 29.3% | 1.4% | 5.4% | 44.8%[activator] | 11.7% | -0.3% | -3.4%
26 | CC(=O)Nc1ccc(NC(=S)Nc2ccc(Br)cc2)cc1 | -1.8% | -27.4% | ? | ? | 8.1% | -17.1% | -23.0% | -19.3% | 3.6%
27 | O=C(C1=C(O)C(=O)N(CC2CCCO2)C1c1cccc(O)c1)c1ccco1 (stereo unspecified) | -5.0% | -2.8% | 12.5%[57.1 µM] | -12.1% | 12.7% | 15.9% | ? | 5.0% | 10.1%
28 | C(=N\Nc1ccccc1)/c1nc2ccccc2s1 | -1.3% | -9.3% | 20.2% | -4.6% | -10.3% | 45.6%[activator] | 138.1%[activator] | 10.8% | 2.3%
29 | Cc1ccc(CNC(=O)C2CCC(=O)N(CCCN3CCOCC3)C2)cc1 (stereo unspecified) | i | -2.2% | -7.7% | -0.3% | -20.0% | 32.4% | -2.1% | -18.9% | -4.3%
30 | CCCCSc1nnc(-c2ccc(C)cc2)n1C | -1.9% | -15.3%[57.1 µM] | 11.3% | -6.4% | 1.9% | 41.7%[activator] | 6.5% | -43.4% | 17.0%
31 | CN(Cc1ccccc1)C(=O)c1cccc(NC(=O)Cc2ccc(NC(=O)C3CCCN(C(=O)CCc4ccccc4)C3)cc2)c1 (stereo unspecified) | 9.4% | -6.5% | 15.4% | 89.2%[activator] | 2.5% | 32.3% | 0.0% | -22.5% | -1.2%
32 | Cc1ccccc1N1CCN(C(=S)c2ccc([N+](=O)[O-])cc2)CC1 | 3.7% | ? | -17.5% | -2.9% | -4.9% | ? | -19.3% | -26.1% | 6.1%
33 | CCCCCCCCn1c(N2CCN(c3cccc(Cl)c3)CC2)nc2c1c(=O)[nH]c(=O)n2C | -3.6% | -20.8% | 24.1% | -3.3% | 4.2% | ? | 0.0% | -14.1% | 10.4%
34 | CC(C)N1CC2=C(OC(N)=C(C#N)C2c2cccnc2)/C(=C/c2cccnc2)C1 (stereo unspecified) | -0.4% | ? | ? | ? | -22.9% | 21.5% | -0.3% | -36.0% | 27.7%
35 | CC(=O)c1cnc2c(-c3ccccc3)c(C(F)(F)F)nn2c1C | i | 43.8%[activator] | 16.5%[57.1 µM] | 29.2% | -0.5% | 104.9%[activator] | -89.4% | 7.3% | -13.8%
36 | O=C(NCc1cccc(C(F)(F)F)c1)C1CCC(=O)N(C2CCCCCC2)C1 (stereo unspecified) | -3.4% | -3.4% | 24.6% | -0.4% | 6.7% | 37.8% | -6.2% | 40.7% | -8.4%
37 | NS(=O)(=O)c1ccc(CCNC(=O)COC(=O)CCSc2ccc(Cl)cc2)cc1 | -0.4% | -12.6% | 6.6%[57.1 µM] | 3.3% | -0.9% | 2.1% | -4.1% | -3.7% | 3.8%
38 | O=C(CN1CCN(c2ccc(O)cc2)CC1)NCC(=O)Nc1ccc(F)c(F)c1F | -10.2% | 44.7µM* | 35.3% | -0.2% | -8.0% | ? | ? | -52.7% | -10.0%
39 | CC(=O)N(CN1C(=O)C2CC=CCC2C1=O)c1cccc(Cl)c1 (stereo unspecified) | -1.8% | -16.4% | 9.4%[57.1 µM] | ? | 7.1% | 17.2% | ? | 13.1% | 4.0%
40 | CN(C(=O)c1ccc(NC(=O)Cc2ccc(NC(=O)C3CCCN(C(=O)C4CCC4)C3)cc2)cc1)C1CCCC1 (stereo unspecified) | -1.3% | -6.8% | -19.2% | 0.3% | -7.2% | 38.7% | 0.0% | -8.7% | 1.5%
41 | CCOC(=O)C1CCCN(C(=O)c2cccc(S(=O)(=O)N(C)c3ccc(OC)cc3)c2)C1 (stereo unspecified) | -2.2% | -2.8% | -2.8% | -2.2% | 3.3% | 51.6%[activator] | 8.2% | -8.4% | -7.7%

Assay outcomes as filed in PubChem BioAssay.
